Bioassay records from PubChem.
GASC-1 inh = inhibitors of GASC-1 histone demethylase, primary screen, biochemical, fluorescence, DELFIA europium. GST-JMJD2C(1-420) H3K9me3 demethylation. inhibition, % at 2.35 µM. 330,000 tested, 0.069% active;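 active = more than half of a compound's replicate wells show inhibition beyond 50%, single wells judged on their own value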;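 also: signal counts dimethyl H3K9 product captured on neutravidin plate; 0% = median of DMSO wells and 100% = 0.3 times that DMSO median; strong numbers were not always called active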
PP1 inh = PP1-alpha phosphatase inhibitors, primary screen, counter-screen for PP5 inhibitor project, biochemical, fluorescence, OMFP substrate, single point; 320,000 tested, 0.9% active; inhibition, % at 6.7 µM; AID 2235, 2010; Serine/threonine-protein phosphatase PP1-alpha catalytic subunit (Homo sapiens), P62136; purified PP1alpha;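 active = inhibition above the mean inhibition of all tested compounds plus 3 SD, computed separately for each screening campaign, cut at about 15% in these data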
Target sequence (P62136 whole entry, looked up): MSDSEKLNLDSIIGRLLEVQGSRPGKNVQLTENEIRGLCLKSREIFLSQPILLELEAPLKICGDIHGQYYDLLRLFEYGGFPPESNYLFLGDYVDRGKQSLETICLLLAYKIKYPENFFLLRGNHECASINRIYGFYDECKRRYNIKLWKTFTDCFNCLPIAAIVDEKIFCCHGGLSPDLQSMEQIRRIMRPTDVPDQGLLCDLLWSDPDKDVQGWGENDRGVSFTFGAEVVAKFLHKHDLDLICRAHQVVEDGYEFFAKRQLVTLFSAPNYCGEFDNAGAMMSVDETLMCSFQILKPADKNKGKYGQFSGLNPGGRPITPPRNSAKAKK
PP5 primary = PP5 phosphatase inhibitors, primary screen, biochemical, fluorescence | Serine/threonine-protein phosphatase 5 (Homo sapiens), P53041 | purified PP5c, OMFP substrate fluorescence | inhibition, % at 6.7 µM | 320,000 tested, 0.18% active | AID 1987, 2009;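 active = inhibition above the campaign's mean inhibition across all tested compounds plus 3 SD, cut at about 9.5% in these data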;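 also: 0% = DMSO only and 100% = 100 µM cantharidin control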
CTSL1 counter = Fasciola hepatica cathepsin L1 inhibitors, primary screen, counter-screen for PFM18AAP inhibitor project, biochemical, QFRET, fluorogenic peptide substrate; recombinant F. hepatica cathepsin L1, Z-Leu-Arg-MCA fluorescence; 300,000 tested, 0.49% active; inhibition, % at 5.96 µM;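 active = inhibition above the mean of all tested compounds plus 3 SD, set per screening campaign, cut at about 17% in these data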;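 also: 0% = plate median of test compound wells and 100% = 1 µM Z-Phe-Ala-diazomethylketone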
TPT1 inhibitor = Candida albicans TPT1 enzyme inhibitors, primary screen, biochemical, fluorescence polarization; tRNA 2'-phosphotransferase TPT1 (Candida albicans SC5314); inhibition, % at 5 µM; 300,000 tested, 0.81% active; recombinant caTPT1, FP RNA substrate dephosphorylation;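 active = inhibition above the mean of all tested compounds plus 3 SD, set per screening campaign, cut at about 24% in these data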;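 also: plate controls were DMSO alone for no effect and ferristatin control at 100 nM for full effect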
core dimer inh = inhibitors of HCV core protein dimerization, primary screen, biochemical, TR-FRET, high-throughput | inhibition, % at 5 µM | AID 1899, 2009 | 300,000 tested, 0.33% active | TR-FRET GST/Flag-core106 dimerization, 1536-well;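 active = inhibition above the mean of all tested compounds plus 3 SD, set per screening campaign, cut at about 45% in these data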
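Assay system: Tagged HCV core106 pair (GST and Flag) | Buffer or medium: KF-containing HEPES buffer, pH 7.45, DTT, CHAPS, BSA | Also added: Eu donor and XL665 acceptor anti-tag antibodies | Dosing: One concentration, 5 µM, in 0.5% DMSO | Timing: 4 h at 22.5 °C | Technique: TR-FRET 671 and 617 nm emission | Repeats: Singlicate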
PREPL inh = PREPL enzyme inhibitors, primary screen, biochemical, fluorescence polarization; Prolyl endopeptidase-like (Homo sapiens), Q4J6C6; recombinant PREPL, fluorescence polarization activity-based probe; inhibition, % at 5.96 µM; 320,000 tested, 0.68% active; AID 2751, 2010; in the data active = inhibition above about 43%;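 also: 0% = enzyme with DMSO and 100% = wells lacking enzyme; many of its hits are not listed in these tables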
Target sequence (Q4J6C6 whole entry, looked up): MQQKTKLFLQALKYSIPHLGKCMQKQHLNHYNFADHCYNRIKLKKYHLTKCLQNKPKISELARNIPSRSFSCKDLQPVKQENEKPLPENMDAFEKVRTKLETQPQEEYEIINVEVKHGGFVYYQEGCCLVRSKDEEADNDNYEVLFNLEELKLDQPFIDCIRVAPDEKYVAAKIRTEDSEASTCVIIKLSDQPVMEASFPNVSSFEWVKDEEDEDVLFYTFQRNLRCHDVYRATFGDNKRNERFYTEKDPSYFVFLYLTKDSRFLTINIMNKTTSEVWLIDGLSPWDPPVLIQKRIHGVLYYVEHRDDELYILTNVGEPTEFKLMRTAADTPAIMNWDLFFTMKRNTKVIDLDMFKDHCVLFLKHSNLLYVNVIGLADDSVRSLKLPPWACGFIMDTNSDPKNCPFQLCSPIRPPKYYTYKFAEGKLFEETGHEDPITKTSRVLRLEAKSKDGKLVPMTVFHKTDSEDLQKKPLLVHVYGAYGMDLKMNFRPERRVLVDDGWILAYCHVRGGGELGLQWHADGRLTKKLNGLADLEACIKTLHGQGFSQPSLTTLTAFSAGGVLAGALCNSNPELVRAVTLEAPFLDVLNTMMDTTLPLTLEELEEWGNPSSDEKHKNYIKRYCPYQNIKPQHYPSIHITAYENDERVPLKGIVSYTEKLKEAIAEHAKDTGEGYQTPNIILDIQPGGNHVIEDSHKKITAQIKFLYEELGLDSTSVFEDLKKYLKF
LYPLA2 inh = LYPLA2 inhibitors, primary screen, counter-screen for PME1 inhibitor project, biochemical, fluorescence polarization, FP-Rh probe ABPP; Acyl-protein thioesterase 2 (Homo sapiens), O95372; recombinant LYPLA2; inhibition, % at 5.9 µM; 320,000 tested, 0.38% active;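 active = inhibition above the screen-wide mean plus 3 SD, limit set per campaign, cut at about 26% in these data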;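 also: 0% = LYPLA2 with DMSO and 100% = wells lacking LYPLA2 enzyme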
Efflux pump inh = inhibitors of Candida efflux pumps in yeast, primary screen, S. cerevisiae, Nile Red, multiplex. AID 485275, 2010. S. cerevisiae Candida pump triplex. 330,000 tested, 0.44% active. inhibition, % at 10 µM;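 active = plate passing quality check with inhibition over a set limit, or well fluorescence over plate mean plus 4 SD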;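 also: Nile Red retained in pooled yeast measured as flow cytometry median fluorescence; 0% = buffer negative control and 100% = Enniatin B positive control; higher means more Nile Red kept so more efflux inhibition; some compounds called inactive have numbers as strong as hits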
* = called active by the depositor; . = no result given; & = joins results of further samples.

SMILES	GASC-1 inh	PP1 inh	PP5 primary	CTSL1 counter	TPT1 inhibitor	core dimer inh	PREPL inh	LYPLA2 inh	Efflux pump inh
CCOC(=O)[C@@H]1[C@H]2COc3ccc(Br)cc3[C@H]2N2C(=O)N(c3cccc(Cl)c3)C(=O)[C@]12C	2.7	-4.8	2.5	-3.1	-5.1	10.9	-77.6	-5.5	-0.1
Cc1ccccc1C(=O)OC1OC(=O)C(Cl)=C1N1CCOCC1 (configuration not stated)	1.2	1.3	0.9	-3.0	0.6	-2.8	2.6	4.2	0.0
CC(C)(C)NC(=O)C1Cc2ccccc2CN1C(=O)Nc1cccc(Cl)c1 (configuration not stated)	0.1	1.9	-2.0	1.1	3.3	-4.2	5.8	5.1	0.0
O=C(CCC(=O)Nc1ccc(Br)cc1)N/N=C/c1cc([N+](=O)[O-])ccc1O	18.7	-4.7	2.9	4.0	2.2	-2.3	6.5	-0.8	-0.1
CC(=O)c1ccc(OCC(=O)Nc2ccc3c(c2)CCC3)cc1	-5.3	-0.9	-0.8	-4.5	0.1	3.3	-1.3	-3.7	0.1
CCN(CC)S(=O)(=O)c1ccc(OC)c(NC(=O)c2cc3c(=O)n4ccccc4nc3s2)c1	7.0	-3.3	1.2	-1.7	2.0	-5.3	6.9	-4.2	-0.2
C/C(N)=C(/C#N)C(=O)CSc1nc2scc(-c3ccccc3)c2c(=O)n1C	-16.0	5.7	0.9	1.0	5.1	1.4	-6.6	2.0	0.0
COc1ccc2oc(-c3ccccc3[N+](=O)[O-])cc(=O)c2c1	5.5	4.4	0.2	-2.7	0.3	-1.8	14.5	25.0	0.1
COc1ccc(-n2c(C(C)n3nc(C)c([N+](=O)[O-])c3C)n[nH]c2=S)cc1 (configuration not stated)	14.7	0.0	3.3	-1.0	7.9	3.6	13.0	-7.6	0.5
CC12C=CC3(CN(Cc4ccccc4)C(=O)C3C1C(=O)NCc1ccco1)O2 (configuration not stated)	4.6	5.4	3.6	5.9	0.7	1.7	10.4	12.7	0.3
CC(NC(=O)c1cc(-c2ccccn2)nc2ccc(Cl)cc12)C1CCCO1 (configuration not stated)	-1.0	1.1	-0.3	-0.9	-2.3	19.1	2.2	5.9	-0.4
CCOC(=O)c1cnc2c(C(F)(F)F)cccc2c1NCCCN1CCOCC1	-3.7	-1.1	1.5	1.9	-4.5	0.7	7.4	1.6	0.1
CCCN(C(=O)CCCSc1nc2ccccc2[nH]1)c1c(N)n(Cc2ccccc2)c(=O)[nH]c1=O	-27.5	2.6	0.7	19.0*	-2.2	1.2	18.0	-1.6	0.2
COc1cccc(N2C(=O)C3CCCN3C2c2ccc(F)cc2)c1 (configuration not stated)	-7.2	0.8	2.4	0.7	10.5	3.0	1.4	1.1	0.4
CC1CCCCN1C(=O)c1cnn2c(C(F)(F)F)cc(-c3ccco3)nc12 (configuration not stated)	10.4	-0.2	0.6	0.2	-3.2	3.0	-11.0	5.1	0.0
O=C(c1ccc(Br)cc1)c1cc([N+](=O)[O-])ccc1N1CCOCC1	-0.5	0.4	1.2	-2.1	-0.3	-6.1	30.1	-0.1	0.1
CC(C)C(NC(=O)c1ccccc1)c1nnc(SCC(=O)Nc2nccs2)n1C (configuration not stated)	-22.2	2.1	-2.5	-0.8	0.6	-4.3	3.3	8.0	-0.2
CN(C)CCCNC(=S)Nc1ccc(Br)cc1	-2.2	4.8	4.2	-5.6	-1.6	1.4	4.3	-0.4	0.2
CC(C)=C(NC(=O)c1ccccc1)C(=O)Nc1cccc(C)c1	1.3	-6.1	2.6	-2.3	-0.4	5.5	4.2	6.8	0.0
CN(Cc1ccccc1)C(=S)NC(=O)c1ccccc1	15.8	-4.9	3.5	4.1	-18.3	1.2	6.8	-3.3	0.1
O=C(NCc1ccc(F)cc1)c1ccc2c(c1)S(=O)(=O)c1ccccc1C2=O	-2.5	5.0	-0.9	-0.6	0.2	4.0	12.7	4.0	0.0
O=C(c1cc(S(=O)(=O)N2CCC3(CC2)OCCO3)ccc1F)N1CCCCC1	-0.5	-1.5	-2.5	-4.0	-6.5	-0.9	23.0	-4.7	-0.1
O=C(CC1Sc2ncnn2C1=O)Nc1ccc(Br)cc1 (configuration not stated)	4.8	4.5	0.5	6.6	-2.1	19.9	12.5	-5.8	0.3
CC(c1nnc(SCn2nnc3ccccc3c2=O)n1-c1ccc(Cl)cc1)N(C)C (configuration not stated)	-2.8	-1.7	-0.2	0.2	-0.1	-3.3	15.2	-1.1	0.0
O=C(NCCc1c[nH]c2ccccc12)C(=O)NCC1OCCCN1S(=O)(=O)c1cc(F)ccc1F (configuration not stated)	3.8	5.3	3.3	0.9	0.8	-4.5	9.2	1.1	0.2
SMILES	GASC-1 inh	PP1 inh	PP5 primary	CTSL1 counter	TPT1 inhibitor	core dimer inh	PREPL inh	LYPLA2 inh	Efflux pump inh
CCCCN(C(=O)CSc1nnc(-c2ccco2)o1)c1c(N)n(Cc2ccccc2)c(=O)[nH]c1=O	15.8	-2.0	-1.1	3.7	2.3	1.7	-22.5	3.0	-0.3
COc1ccc(-c2noc(N3CCC(C(=O)Nc4cc(OC)c(OC)c(OC)c4)CC3)n2)cc1	0.9	2.6	2.8	2.5	-0.7	2.9	3.6	9.3	0.1
COc1cc(C(C2C(=O)CC(C)(C)CC2=O)C2C(=O)CC(C)(C)CC2=O)cc(OC)c1OC	-3.6	-0.6	2.2	-1.3	-2.8	-0.7	-0.7	0.0	0.1
c1cnc2c(c1)ccc1cccnc12	-1.8&-9.1	-6.3&-1.3	-1.6&3.2	0.2&-1.5	0.6&0.2	-0.6&-8.6	8.9&-4.2	-7.7&2.5	-0.1&0.1
CN(C)C(=O)/C(=C\c1ccc(-c2cccc([N+](=O)[O-])c2)o1)NC(=O)c1ccccc1	-7.7	-3.7	0.6	3.8	-0.5	4.4	7.0	-0.8	-0.1
O=C(Cc1cc(=O)[nH]c(=O)[nH]1)N1CCN(C(=O)c2ccco2)CC1	1.7	1.1	0.8	-2.1	-0.5	-1.9	-1.4	-2.2	0.0
COc1ccc(-c2cn(-c3ccccc3)nc2CO)cc1	-7.2	1.8	4.4	-1.4	3.0	-1.1	4.4	5.7	0.2
O=C(/C=C/c1ccc2c(c1)OCO2)NCC1CCCO1 (configuration not stated)	-34.5	-1.8	0.6	9.0	1.7	1.9	11.6	0.6	0.0
CCOc1cc(/C=C(\C#N)C(=O)NCc2cccnc2)ccc1O	10.5	-2.2	0.3	-2.6	4.2	-2.4	4.5	-0.2	0.1
C[C@@H]1CC=C[C@H]2[C@H]1C(=O)N(Cc1ccccc1)[C@H]2c1ccc(-c2ccoc2)cc1F	1.4	3.7	3.2	5.0	1.3	17.6	1.3	-5.9	0.0
CCOC(=O)N1CCN(C(=O)C(NS(=O)(=O)c2cccc3nsnc23)c2ccccc2)CC1 (configuration not stated)	-0.5&-4.7	-3.8	-4.7	6.4	-2.7	-5.8	12.8	-3.5	-0.2
COc1ccc(-c2cccc(NS(=O)(=O)c3cccc([N+](=O)[O-])c3)c2)nn1	-7.9	1.3	1.7	-2.7	-0.7	1.2	-2.2	-0.4	0.1
CCCOC(=O)c1ccc(-c2c(C)noc2-c2ccc(OC)cc2O)o1	-2.4	-1.4	7.3	0.1	0.4	-7.4	0.1	-1.4	0.2
O=C(Cc1cn(-c2ccccc2)nc1-c1ccccc1)N1CCCCC1	-2.0	2.0	3.0	-4.6	-2.8	-11.9	4.7	4.3	0.1
C=CCC(Nc1ccco1)c1ccccc1 (configuration not stated)	3.1	-2.9	0.0	-3.0	-1.6	4.7	-3.9	1.6	-0.1
COc1ccccc1NC(=O)c1ccc(-n2cncn2)nc1	3.5	-2.3	-2.1	-2.8	-3.8	2.4	-2.0	4.6	0.0
COc1ccc(-c2nc(CSCC(=O)NC3CCCC3)c(C)o2)cc1OC	-23.0	0.6	1.7	-2.2	0.2	-11.3	10.0	7.9	-0.2
Cc1cc(C)c(S(=O)(=O)N2CCOC2CNC(=O)C(=O)NCCCn2ccnc2)c(C)c1 (configuration not stated)	-1.4	1.3	2.8	2.7	1.6	-0.4	1.3	5.3	0.1
CCn1nnnc1SCC(=O)c1ccc(C)cc1C	1.5	-0.8	-0.9	-0.8	1.2	-10.4	8.0	0.9	-0.2
Cc1cccc2cc(C3CC(c4cccs4)=NN3S(C)(=O)=O)c(Cl)nc12 (configuration not stated)	-4.6	0.2	2.3	2.5	-0.8	9.5	-14.2	1.2	-0.1
Cc1ccc(C(=O)CC(Nc2ccc(F)cc2)c2ccccc2)cc1 (configuration not stated)	1.4	2.0	2.3	1.2	-1.0	10.8	20.1	2.5	0.3
CC1(C)CC2CC(C)(CN2C(=O)COC(=O)c2ccccc2C(F)(F)F)C1 (configuration not stated)	9.0	0.2	4.5	.	.	.	5.2	-1.3	0.2
CCOC(=O)CSc1nc2sccc2c(=O)[nH]1	-1.4	-3.2	-1.9	1.2	1.6	-2.5	-2.0	3.5	-0.1
CCCCN(CCCC)S(=O)(=O)c1c(C)[nH]c(=O)[nH]c1=O	-14.7	-1.0	0.2	-2.3	-1.1	-1.4	-9.9	0.1	0.1
Cc1nc(C)c(-c2ccc(SCc3ccccc3F)nn2)s1	18.6	-1.7	-1.4	0.2	0.5	5.6	10.1	5.7	-0.1
SMILES	GASC-1 inh	PP1 inh	PP5 primary	CTSL1 counter	TPT1 inhibitor	core dimer inh	PREPL inh	LYPLA2 inh	Efflux pump inh
O=C1C2ON(c3ccc(Cl)cc3)C(c3ccco3)C2C(=O)N1c1ccccc1 (configuration not stated)	-0.1	-4.2	-1.3	-4.3	-0.4	1.7	0.7	7.4	-0.2
CC1CCCC(C)N1C(=O)Cn1cc(/C=C2/C(=O)Nc3ccccc32)c2ccccc21 (configuration not stated)	5.7	5.5	5.1	5.1	13.8	25.3	12.6	-8.2	0.2
C[C@@H]1CCC[C@H](C)N1Cc1nc(Cc2ccccc2Cl)no1	-8.5	-2.1	-0.6	1.9	4.6	-0.2	11.2	-0.7	0.2
CCc1ccc(NC2=NC(C(=O)NC3CCCCC3)CC(=O)N2)cc1 (configuration not stated)	6.0	-1.1	-1.6	2.2	-1.9	3.5	-0.7	0.4	-0.2
COc1cc(NS(=O)(=O)c2ccc(Br)s2)cc(OC)c1	2.6	1.9	-1.4	-0.7	3.0	-0.2	1.6	-0.8	0.2
CCC1Nc2ncnc(N3CCCCC3)c2N(Cc2ccc(Br)cc2)C1=O (configuration not stated)	-9.4	4.6	2.8	-2.7	-0.2	-7.6	-3.1	6.7	0.0

Some of the compounds tested; the hit share may differ from the screen's.
